# Compound activity from PubChem BioAssay.
# CHRM1 antagonist – human M1 muscarinic receptor antagonists, primary screen, CHO-K1 cells, Fluo-8 calcium fluorescence, 1536-well. Muscarinic acetylcholine receptor M1 (Homo sapiens), P11229. CHO-K1 hM1, ACh EC80 antagonist. inhibition, % at 3 µM. hit rate 1.3% among 360,000. AID 588852, 2011;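 active = percent inhibition above its own plate's cutoff, namely the mean of that plate's compound wells plus 3 SD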;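 also: peak over basal fluorescence ratio during 140 s after agonist addition; 0% = ACh EC80 plus DMSO and 100% = DMSO alone without agonist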
# Target sequence (P11229 whole entry, looked up): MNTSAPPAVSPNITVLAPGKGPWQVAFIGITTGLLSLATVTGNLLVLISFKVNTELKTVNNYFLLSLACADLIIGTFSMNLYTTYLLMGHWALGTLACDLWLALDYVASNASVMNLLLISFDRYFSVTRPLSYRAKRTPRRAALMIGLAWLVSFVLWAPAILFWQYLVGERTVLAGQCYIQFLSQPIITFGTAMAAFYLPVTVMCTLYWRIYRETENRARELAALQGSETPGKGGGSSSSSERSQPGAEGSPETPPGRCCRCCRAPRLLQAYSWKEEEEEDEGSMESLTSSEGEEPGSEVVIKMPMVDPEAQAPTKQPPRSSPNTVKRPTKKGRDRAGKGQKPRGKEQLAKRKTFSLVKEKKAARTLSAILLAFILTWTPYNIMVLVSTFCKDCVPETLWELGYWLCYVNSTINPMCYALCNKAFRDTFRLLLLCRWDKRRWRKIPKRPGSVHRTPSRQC
# OXTR potentiator – human OXTR potentiators, primary screen, fluorescence, CHO-OTR cells, Fluo-8 calcium; hit rate 0.061% among 320,000; Fluo-8 calcium fluorescence, potentiator mode; 0% = oxytocin EC15, 100% = EC100; AID 2445, 2010; Oxytocin receptor (Homo sapiens), P30559; activation, % at 3 µM;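 active = activation above that plate's cutoff, the mean activation of tested compounds plus 3 SD, cut at about 6.6% in these data, passing the limit was not always enough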;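 also: 100% uses oxytocin at 75 nM as the full agonist control; some results filed as inactive read as strong as hits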
# Target sequence (P30559 whole entry, looked up): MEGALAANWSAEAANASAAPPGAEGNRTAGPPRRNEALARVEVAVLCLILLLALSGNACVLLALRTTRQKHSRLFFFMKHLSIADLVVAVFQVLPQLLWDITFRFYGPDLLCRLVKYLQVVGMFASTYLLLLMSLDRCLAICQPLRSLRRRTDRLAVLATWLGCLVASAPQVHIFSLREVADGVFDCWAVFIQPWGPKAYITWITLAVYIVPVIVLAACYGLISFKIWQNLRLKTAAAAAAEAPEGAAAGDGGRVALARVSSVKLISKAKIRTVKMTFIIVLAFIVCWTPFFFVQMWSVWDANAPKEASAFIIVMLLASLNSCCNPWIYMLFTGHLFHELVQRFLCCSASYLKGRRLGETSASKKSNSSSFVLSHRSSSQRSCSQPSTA
#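 test system = CHO-OTR cells, human receptor | compound = single-point 3.0 µM | schedule = 6 min compound pre-incubation at room temperature, 100 s kinetic read | signal = Fluo-8 no-wash calcium dye fluorescence, excitation 470-495 nm, emission 515-575 nm | repeats = single well per compound, singlicate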
# M4 antag – human M4 muscarinic receptor antagonists, primary screen, CHO cells, Fluo-8 calcium fluorescence; Muscarinic acetylcholine receptor M4 (Homo sapiens), P08173; CHO-hM4 cells, ACh EC80; inhibition, % at 3 µM; hit rate 0.73% among 360,000; AID 624125, 2012;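 active = inhibition above its plate's cutoff, the mean inhibition of sample wells plus 3 SD, cut at about 27% in these data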;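 also: 0% = acetylcholine EC80 with DMSO and 100% = DMSO without agonist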
# CHO parental Ca – ATP-evoked calcium signal inhibitors, parental CHO, primary screen, counter-screen for OX1R antagonist project, cell-based, fluorescence, Fluo-8 calcium dye | hit rate 0.63% among 330,000 | inhibition, % at 5.6 µM | parental CHO-K1, ATP-induced calcium, Fluo-8 fluorescence;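 active = inhibition above that plate's mean sample inhibition plus 3 SD, cut at about 26% in these data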;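 also: 0% = ATP-challenged DMSO wells and 100% = DMSO wells without ATP; some compounds past the cut are filed as inactive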
#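 Material: parental CHO cells / Compound: single nominal dose of 5.6 µM per compound / Signal: Fluo-8 fluorescence / Replicates: singlicate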
# M1 ag – human M1 muscarinic receptor agonists, primary screen, Fluo-8 calcium fluorescence, CHO-K1 cells, HTS | CHO-K1 hM1, agonist mode; 0% DMSO, 100% acetylcholine EC100 | activation, % at 3 µM | hit rate 0.33% among 360,000 | AID 588814, 2011;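 active = activation above the run's mean compound activation plus 3 SD, cut at about 16% in these data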;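 also: peak over basal fluorescence ratio within a 140 s kinetic read after compound addition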
# M4 ag – human M4 muscarinic receptor agonists, primary screen, CHO-K1 cells, Fluo-8 calcium fluorescence; Muscarinic acetylcholine receptor M4 (Homo sapiens), P08173; CHO-K1 hM4/Gqi5; vehicle 0%, full acetylcholine response 100%; activation, % at 3 µM; hit rate 0.14% among 360,000; AID 624127, 2012;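 active = activation above the run mean over all test wells plus 3 SD, cut at about 32% in these data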;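 also: peak over basal fluorescence ratio per well then scaled between controls; 0% = DMSO wells and 100% = acetylcholine at EC100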
# CHO-K1 Ca antag – nonselective inhibitor or artifact in parental CHO-K1 cells | ATP-induced calcium, Fluo-8 fluorescence | inhibition, % at 3 µM | hit rate 0.6% among 360,000 | AID 602250;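 active = inhibition above a per-plate cutoff, the plate's mean sample inhibition plus 3 SD, cut at about 24% in these data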;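 also: 0% = DMSO plus EC80 ATP and 100% = DMSO alone without ATP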
# M1 ag parental – counter-screen for M1 agonists: effect in parental CHO-K1 cells. activation, % at 3 µM. hit rate 0.48% among 360,000. Fluo-8 calcium fluorescence; scaled to maximal ATP response, vehicle zero; in the data active = activation above about 15%;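 also: untransfected CHO-K1 host cells lacking M1 receptor as counterscreen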
# CHRM1 PAM – human M1 muscarinic receptor positive allosteric modulators, primary screen, CHO-K1 cells, Fluo-8 calcium fluorescence, 1536-well | Muscarinic acetylcholine receptor M1 (Homo sapiens), P11229 | CHO-K1 hM1, ACh EC20; 0% = ACh EC20, 100% = maximal ACh | activation, % at 3 µM | hit rate 0.088% among 360,000; in the data active = activation above about 19%, passing the limit was not always enough
# An asterisk follows results filed as active; nt = no result given.
SMILES,CHRM1 antagonist,OXTR potentiator,M4 antag,CHO parental Ca,M1 ag,M4 ag,CHO-K1 Ca antag,M1 ag parental,CHRM1 PAM
COc1ccc(S(=O)(=O)N(CCCN2CCOCC2)Cc2ccc(OC)c(OC)c2)cc1,-9,1,2,-21,-4,1,-9,-0.4,9
CCCc1nn(-c2cc(Cl)ccc2OC)c2c1C(=O)CC(C)(C)C2,5,-2,4,-17,-11,-3,-11,-0.1,-10
CCN(CC)c1ccc(/C=C2\C(=N)N3N=C(CC(=O)N4CCOCC4)SC3=NC2=O)cc1,-9,-6,10,9,7,4,3,3.3,4
Cc1ccc(S(=O)(=O)Nc2cccc(C(=O)NCC3(N4CCCCC4)CCCCC3)c2)cc1F,0,-5,-3,-25,-7,2,2,2.7,-3
Cc1ccccc1NC(=S)NC(C)C(c1cccs1)N1CCOCC1 (stereo unspecified),-6,-7,3,5,-2,0,-5,0.4,3
CS(=O)(=O)N1CCc2cc(C(=O)Nc3ccccc3Cl)ccc21,-17,-2,-18,-8,1,3,-5,0.6,18
CCOC(=O)CN(C(=O)c1ccccc1)c1ccccc1C,16,-8,5,-12,-2,9,-9,1.5,-7
Cc1nnc(Sc2cc(C(=O)NC3CC3)c3ccccc3n2)s1,13,0,0,-15,-3,1,6,0.9,-5
N#Cc1nc(-c2ccco2)oc1NCCc1ccccc1,3,1,-12,-22,-4,6,-10,1.9,2
C[C@@H]1CN(S(=O)C(C)(C)C)[C@@H](CCO)/C1=C\c1ccccc1 (stereo partly specified),-10,nt,-4,nt,-2,1,-5,-0.1,4
O=C1Nc2ccccc2Nc2ccccc21,-9,-1,1,-3,-6,1,-5,3.4,9
Cc1nc(CNC(=O)C2CCC(=O)N(CCc3ccc(Cl)cc3)C2)sc1C (stereo unspecified),-4,-4,1,-2,-1,2,-4,1.4,3
Cc1ccc(-c2csc(N3CCC[C@@H]3C(=O)NCCn3c(-c4ccncc4)nc4ccccc43)n2)cc1,27,-12,48*,-49,-4,13,10,5.9,-10
CCCc1cc(=O)[nH]c(SCC(=O)N(CC)C2CCS(=O)(=O)C2)n1 (stereo unspecified),-11,-3,3,8,-2,1,-17,1.1,8
CCOc1cccc(OCCCCn2cnc3ccccc3c2=O)c1,-14,-9,0,-10,-4,2,0,0.5,9
Clc1ccccc1Cc1noc(CN2CCCCC2c2ccccn2)n1 (stereo unspecified),1,-4,-14,-16,-11,2,-3,1.1,-5
COc1cc(CN2CCCC(C(=O)c3ccc(SC)cc3)C2)cc(Cl)c1O (stereo unspecified),-2,-4,-23,-11,-10,3,-10,1.2,-8
O=C(Nc1ccc(N2CCN(C(=O)c3ccco3)CC2)cc1)c1ccccc1Br,-13,-10,-3,-5,0,5,-5,1.9,7
CCN(Cc1nc(-c2ccccc2)no1)C(=O)c1ccco1,-7,-1,-8,-7,-8,4,-2,10,7
C=C(C)Cn1c2ccc(NC(=O)CCc3cccnc3)cc2c(=O)n1C,-10,nt,-7,nt,0,0,-15,0.1,8
CC(C)OCCCNC(=O)c1cccs1,-6,0,-2,-4,-2,0,-7,0.5,2
C=CCn1c(C)cc(-c2csc(NCC)n2)c1C,-8,-6,-3,-5,2,0,-6,-0.4,4
COc1ccc2[nH]c3c(c2c1)CCN1C(=O)C(CC(=O)NCc2ccco2)C[C@H](C(=O)N2CCCCC2)[C@@]31C (stereo partly specified),-6,nt,-4,-22,-8,0,4,-0.4,6
Cc1noc(C)c1NC(=O)N(C)C[C@H]1Oc2ccc(NC(=O)c3ccncc3)cc2C(=O)N([C@H](C)CO)C[C@@H]1C,-4,-5,-10,-6,-3,1,-17,1.0,4
CNC(=O)C1CCN(S(=O)(=O)c2c(C)noc2/C=C/c2ccccc2F)CC1,-9,-6,9,8,-5,1,-5,0.0,7
# (continued)
SMILES,CHRM1 antagonist,OXTR potentiator,M4 antag,CHO parental Ca,M1 ag,M4 ag,CHO-K1 Ca antag,M1 ag parental,CHRM1 PAM
OCc1ncc(-c2ccccc2)s1,-17,-3,-3,-6,-3,2,4,-0.1,15
CCOc1ccccc1/C=N/NC(=O)c1nnn(-c2nonc2N)c1CN1CCCC1,-9,-2,-10,-19,-3,3,-5,-0.3,6
Cc1ccc(C2=CSC3=NNC4(CCCCC4)NN23)cc1,22,-3,5,-21,-4,0,10,0.1,-7
CC(=O)Nc1ccc(C(=O)COC(=O)C2CCCCC2)c(F)c1,-3,-5,9,0,4,6,-9,4.4,4
O=C(C[n+]1ccc(-c2ccccc2)cc1)Nc1ccc([N+](=O)[O-])cc1,19,-7,13,-2,-11,0,-13,0.7,-16
COc1ccc(OC)c(CN2CCN(C(=O)[C@@H](NC(=O)c3cccc(C)c3)C(C)C)CC2)c1,-4,-1,12,-17,-5,3,-8,0.9,5
Cn1c(=O)[nH]c(=O)c2c1nc(N1CCc3ccccc3C1)n2CCSc1nc2ccccc2s1,-16,-5,-12,-7,-2,0,-14,0.3,16
CCS(=O)(=O)N(CC(=O)Nc1cccc2ccccc12)c1ccc(OC)cc1,-10,-8,-3,-22,-3,1,-14,0.8,6
NNC(=O)c1ccc(Cn2cc(Br)cn2)o1,12,-9,0,-4,-1,2,-1,0.7,-6
CCOC(=O)c1sc(NC(=O)CSC(=S)N2CCN(C)CC2)nc1C,28,-5,22,-25,0,22,0,6.7,-14
C#CCNC(=O)C1=C[C@H](c2coc3ccccc3c2=O)C[C@H](OCCCCO)O1,-5,-8,-3,-19,-5,-1,-17,0.0,6
CCCCN(C(=O)Nc1ccc(OCC)cc1)C1CCN(C(C)=O)CC1,-11,-7,2,-16,-5,1,-8,0.3,5
Cc1ccc(C(=O)SC2=NCCS2)cc1,-14,-2,-18,8,-7,0,-20,-0.9,1
O=C(c1ccco1)N1CCN(CCOCCOc2cccc3ccccc23)CC1,14,-2,3,-11,-11,9,-1,3.3,-16
Cc1ccc2c(c1)-c1nc3ccccc3cc1C2=NC1CCCCC1,8,-1,2,-7,-5,1,6,10,-4
O=C(CN1CCc2cc3c(cc2C1)OCCCO3)Nc1ccc(S(=O)(=O)N2CCCC2)cc1,50*,-12,0,-9,-3,1,-15,2.6,-22
N#C/C(=C\c1ccc(OCc2ccc(F)cc2)cc1)C(=O)Nc1cccc(C(=O)O)c1,-1,-7,3,-2,-3,0,-5,0.1,4
COCCn1c(CCC(=O)O)nc2c1c(=O)[nH]c(=O)n2CC(C)C,-8,-5,0,-7,-2,0,-14,0.9,7
CCn1c(SCc2cc(=O)n3ccsc3n2)nc2ccccc21,1,-2,0,-13,-4,14,-15,5.8,0
NC(=O)c1ccnc2c(O)cccc12,-5,4,2,-2,-4,3,-2,2.4,11
O=C(Nc1ccc(N2CCN(C(=O)C3CC3)CC2)cc1)c1cccs1,-4,-10,-1,-5,-3,4,-1,3.2,0
CCOc1ccc(OCC)c(NC(=O)CN2CCN(c3cc(C)ccc3C)CC2)c1,-7,-2,1,-5,-4,-1,-18,-0.2,-7
COc1ccc(CCNC(=O)CN(c2cccc([N+](=O)[O-])c2)S(C)(=O)=O)cc1,-1,-18,0,-14,-3,2,-6,1.1,2
CCc1ccc2oc(=O)cc(CN3CCN(c4ccc(F)cc4)CC3)c2c1,-3,-11,-1,-20,-5,0,-3,-0.1,-4
Cc1[nH]c(=O)[nH]c(=O)c1CSc1nnc([C@@H](NC(=O)OC(C)(C)C)C(C)C)o1,-16,-16,2,-12,-2,0,-6,0.7,13

# CHRM1 antagonist, entries above that show a hit
SMILES	CHRM1 antagonist	OXTR potentiator	M4 antag	M4 ag	CHRM1 PAM
O=C(CN1CCc2cc3c(cc2C1)OCCCO3)Nc1ccc(S(=O)(=O)N2CCCC2)cc1	50*	-12	0	1	-22

# Additional records:
SMILES,CHRM1 antagonist,OXTR potentiator,M4 antag,CHO parental Ca,M1 ag,M4 ag,CHO-K1 Ca antag,M1 ag parental,CHRM1 PAM
O=[N+]([O-])c1ccc(S(=O)(=O)Nc2cccc(-c3ccc(N4CCCC4)nn3)c2)cc1,-2,0,-6,-18,-6,1,6,-0.8,1
CC(Oc1ccccc1)C(=O)OCC(=O)N1CC(=O)Nc2ccccc21 (stereo unspecified),0,-3,4,-5,-7,1,-6,0.2,7
O=C(CSc1nnc(SCc2ccc(Cl)cc2)s1)N/N=C/c1ccc(C(=O)O)cc1,-8,1,6,-5,-2,1,-12,0.3,4
O=C(NCc1ccccn1)C12CC3CC(CC(C3)C1)C2,-12,-1,-1,-5,-6,1,-1,-0.4,16
COc1cccc(/C=N/NC(=O)CCC(=O)Nc2ccc(Br)cc2)c1,-2,-20,-9,3,-3,2,-4,0.6,0
CN(Cc1ccccc1)C(=O)COC(=O)C1=NNC(=O)CC1,-4,-2,4,-7,-9,1,-11,0.6,6
Cc1cc(C)c(/C=N/n2c(C)cc(C)c(C#N)c2=O)c(C)c1,-7,-1,-10,-6,-7,1,-7,0.3,6
CCC(C)[C@H](NC(=O)NCC1CCCO1)C(=O)OC (stereo partly specified),-11,-6,4,-10,-2,0,-14,0.5,6
Cc1ccc(OCCOc2cccc(Br)c2)c([N+](=O)[O-])n1,1,-7,-1,2,-4,1,11,0.1,-7
O=C(COC(=O)c1cccc(C(F)(F)F)c1)NCc1ccc(Cl)cc1,-6,0,-11,0,-4,1,4,0.0,8
CNC(=O)c1[nH]cnc1C(=O)N[C@@H](CC(C)C)C(=O)OC(C)(C)C,10,-5,-1,-20,-2,1,-2,-0.2,-6
CN(C(=O)CCn1c(=S)oc2ccccc21)C1CCCCC1,-2,-3,5,-11,-5,5,-6,2.5,-1
Cc1ccc(C)c(NS(=O)(=O)c2ccc(OCC(=O)NCc3ccccn3)cc2)c1,-7,-22,0,-25,-7,2,-2,1.7,7
CC1CCN(C(=O)CN2C(=O)C(C)(C)Oc3ccc(C(=O)NC4CCCC4)cc32)CC1,-5,-13,-2,-25,-1,4,-13,1.7,7
CC1CCN(S(=O)(=O)c2ccc(Cl)cc2)CC1,1,1,-17,-6,-8,4,-28,1.9,4
OCCNc1ncnc2c1ncn2[C@H]1CN(Cc2ccc3c(c2)OCO3)C[C@@H](CO)O1,-20,nt,-20,nt,0,1,-4,0.4,12
COc1cccc(-c2csc(NC(=O)C3CC3)n2)c1,0,-2,4,3,-6,0,4,0.2,-2
CC(=O)c1cccc(N(C(=O)Cn2nnc3ccccc32)C(C(=O)NCC2CCCO2)c2ccc(N3CCOCC3)cc2)c1 (stereo unspecified),-13,-5,2,-13,1,6,-13,2.9,12

# Copied from the list:
# CCOC(=O)c1sc(NC(=O)CSC(=S)N2CCN(C)CC2)nc1C in CHRM1 antagonist → 28
# CCN(CC)c1ccc(/C=C2\C(=N)N3N=C(CC(=O)N4CCOCC4)SC3=NC2=O)cc1 in M4 antag → 10
# N#C/C(=C\c1ccc(OCc2ccc(F)cc2)cc1)C(=O)Nc1cccc(C(=O)O)c1 in CHO-K1 Ca antag → -5
